Compound activity (PubChem BioAssay)
SENP1 inh = blocks the human SENP1 SUMO protease catalytic domain; Q9P0U3; recombinant SENP1 catalytic domain, CyPet-SUMO1-YPet FRET cleavage; inhibition, % at 10 µM; 360,000 compounds, 0.21% hits; AID 624204;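 active = inhibition at least 30% at 10 µM, raw YFP signal under a set limit, fluorescence ratio 0.5 to 1.5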;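 also: 0% = enzyme with DMSO and 100% = no enzyme wells; some results filed as inactive read as strong as hits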
Target sequence (Q9P0U3 419-644 limits assumed): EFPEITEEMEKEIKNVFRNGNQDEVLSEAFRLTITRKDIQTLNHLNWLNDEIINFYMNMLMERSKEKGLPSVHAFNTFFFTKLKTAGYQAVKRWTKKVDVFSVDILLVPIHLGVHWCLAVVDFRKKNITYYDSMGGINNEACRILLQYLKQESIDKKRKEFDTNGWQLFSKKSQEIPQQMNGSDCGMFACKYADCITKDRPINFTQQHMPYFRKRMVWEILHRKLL
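Test system: human SENP1 catalytic domain; medium: Tris pH 8 buffer plus EDTA, NaCl, BME, BSA, NP40, catalase; incubation: 50 min reaction at room temperature; technique: FRET, CFP and YFP emission; controls: no-enzyme low control and enzyme-plus-DMSO high control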
MPTP inh = inhibitors of mitochondrial permeability transition pore; isolated mouse mitochondria, Ca2+ swelling absorbance, 30 min; inhibition, % at 10 µM; 360,000 compounds, 1.4% hits;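 active = inhibition of 50% or more, scaled per plate between neutral and stimulator controls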;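 also: 0% = DMSO wells given calcium and 100% = 1 mM EGTA wells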
SENP8 inh = blocks human SENP8 cleavage of Nedd8 substrate | recombinant SENP8, Nedd8 substrate fluorescence | inhibition, % at 20 µM | 360,000 compounds, 0.64% hits; in the data active = inhibition mostly above about 40%, no sharp cut-off; inactive = mostly below about 27%
Target sequence (Q96LD8 whole entry, looked up): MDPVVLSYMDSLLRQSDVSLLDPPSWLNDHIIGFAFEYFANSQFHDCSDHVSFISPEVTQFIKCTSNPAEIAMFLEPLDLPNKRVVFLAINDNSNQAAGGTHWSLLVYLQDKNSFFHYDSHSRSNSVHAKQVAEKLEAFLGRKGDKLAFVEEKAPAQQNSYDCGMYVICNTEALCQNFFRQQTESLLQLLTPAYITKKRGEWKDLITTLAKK
* = called active by the depositor; i = inactive. This is a subset; the hit share may differ from the screen's.

SMILES	SENP1 inh	MPTP inh	SENP8 inh
CCc1nc2c(OCc3ccc(OC(F)F)cc3)cccn2c1N(C)C(=O)c1ccc(OC)cc1	0.4	0.2	11.6
CCCCNC(=O)c1nc(C2CCNCC2)oc1-c1ccccc1	-2.2	5.3	-3.3
COc1ccccc1C(C(=O)c1ccccc1)c1ccc(O)cc1 (stereo not given)	-0.1	1.6	6.6
CC(C)N1CCC1(C)C(=O)Nc1cccc(C#N)c1 (stereo not given)	3.3	-1.0	2.1
CCCCCNC(=O)C(c1ccncc1)n1c(=O)c(-c2cc3ccccc3[nH]2)nc2ccccc21 (stereo not given)	-17.2	3.3	-419.5
COC(=O)CCCn1cc(CN2CC(N3CCN(CCN(C)C)CC3)CS2(=O)=O)nn1 (stereo not given)	-2.9	0.5	24.4
COc1cc(OC)nc(Nc2nc(C(N)c3ccccc3)cs2)n1 (stereo not given)	-0.7	0.8	5.5
OC[C@H]1O[C@@H](c2nc(-c3ccc(C4OCCO4)cc3)no2)[C@H](O)[C@@H]1O	0.9	0.1	15.5
CCOC(=O)[C@]12CCC=C1N(Cc1ccco1)C(=O)[C@H](CC(=O)NCc1cccc(C(F)(F)F)c1)C2	-7.4	-0.2	-1.7
COc1ccc(C(C(=O)NC(C)(C)C)n2c(=O)c(-c3ccccc3)nc3ccccc32)cc1 (stereo not given)	-3.8	1.0	-335.9
COc1ccc(-c2csc(C(O)c3ccccc3)n2)cc1 (stereo not given)	0.6	-1.0	27.7
COCCNC(=O)C1CCCN(C(=O)c2ccc(C(F)(F)F)nc2C)CC1 (stereo not given)	1.8	-0.6	12.8
CCCNC(=O)C1(C)CCCN(C(=O)Cc2cccc(OC)c2)C1 (stereo not given)	2.5	0.9	11.1
CC1=C(C(=O)N(C(C)C)C(C)C)CC(CC(=O)NCc2ccco2)C(=O)N1Cc1ccccc1 (stereo not given)	-0.6	-1.1	6.5
O=NN(CCCl)C(=O)NCC1=C[N+](=O)CC=C1	-2.5	0.3	4.3
O=C(/C=C/[C@H]1O[C@@H](n2ccc(=O)[nH]c2=O)[C@H](O)[C@@H]1O)NCc1cccc2ccccc12	1.0	-0.1	25.8
OC(c1ccco1)c1nc(-c2ccc(F)c(Cl)c2)cs1 (stereo not given)	-0.5	2.9	4.1
COc1cc(N(C)C)ccc1[C@]1(O)C(=O)N(C)c2ccc(Br)cc21	1.9	0.5	17.9
CC1(C(=O)NS(=O)(=O)c2ccc3c(c2)CCO3)CCN1C(=O)Cc1ccc(-c2ccccc2)cc1 (stereo not given)	1.8	0.3	12.8
O=C1Nc2ccccc2-n2nnnc2C1N1CCN(C(=O)C2CCCO2)CC1 (stereo not given)	-3.7	-1.3	19.8
O=C(Nc1nnc([C@H]2C[C@H](O)[C@@H](CO)O2)s1)Nc1ccccc1Oc1ccccc1	-0.4	0.4	0.3
Cc1ccc(-c2nc3ccc(Br)cn3c2Cc2ccccc2C(F)(F)F)cc1	1.7	-0.1	-13.9
COc1ccc(CNC(=O)C2CCN(C(=O)[C@@H](CC(C)C)NC(=O)OC(C)(C)C)CC2)cc1	-0.6	-2.6	9.4
CC(=O)c1ccc(-c2cnc3c(NC=O)cc(-c4ccc(S(C)(=O)=O)cc4)cn23)cc1	-14.7	-0.6	i
CC(C)C[C@H]1CN(CCCC[C@H]2CNC(=O)C(=O)N2CCc2ccccc2)C(=O)C(=O)N1CCc1ccc(O)cc1	2.3	-2.1	8.1
COc1cccc(-c2cc3nc(NCCCN(C)C)n(C)c(=O)c3s2)c1	-0.8	-1.7	-220.6
Cc1ccc(Cl)cc1-c1cc(C(=O)NCc2cccc(Cl)c2)[nH]n1	-1.3	27.1	8.0
CCNC(=O)C1(C)CCCN(Cc2cccc3c(OC)cc(C(=O)OCC)cc23)C1 (stereo not given)	-0.6	-0.4	-30.6
CC1=C(C(=O)N(C)C)CC(CC(=O)NCCN2CCOCC2)C(=O)N1CCCN1CCCC1=O (stereo not given)	2.6	-0.3	22.8
S=C(NCCCc1cnc[nH]1)NCCCN(Cc1ccccc1)c1ccc(Br)cn1	0.0	-0.6	8.7

A draw from above in order of SMILES length, smallest number first.
SMILES	SENP1 inh	MPTP inh	SENP8 inh
OC(c1ccco1)c1nc(-c2ccc(F)c(Cl)c2)cs1 (stereo not given)	-0.5	2.9	4.1
CCNC(=O)C1(C)CCCN(Cc2cccc3c(OC)cc(C(=O)OCC)cc23)C1 (stereo not given)	-0.6	-0.4	-30.6
CC1=C(C(=O)N(C)C)CC(CC(=O)NCCN2CCOCC2)C(=O)N1CCCN1CCCC1=O (stereo not given)	2.6	-0.3	22.8

(next part)
SMILES	SENP1 inh	MPTP inh	SENP8 inh
CCNC(=O)C1(C)CCCN(CC(=O)c2ccccc2OC)C1 (stereo not given)	-3.1	0.8	-8.8
CC(C)c1ccc(NC(=O)C2(C)Cc3c(-c4cccc(C(F)(F)F)c4)ccnc3O2)cc1 (stereo not given)	1.0	0.9	12.1
CN(C)c1ccc(-c2ccnc3c2CC(C)(C(=O)NCC2CCOCC2)O3)cc1 (stereo not given)	1.9	0.5	i
O=C(c1ccc(Cl)c(Cl)c1)N1CCC(=O)N([C@H](COCc2ccccc2)Cc2ccccc2)CC1	1.1	-0.9	7.3
O=C(Nc1nnc([C@H]2C[C@H](O)[C@@H](CO)O2)s1)c1ccccc1F	5.2	-0.7	10.6
CCOC1=C2CN(S(=O)(=O)c3ccc(C)cc3)[C@H](c3cccc4ccccc34)C[C@H]2[C@H]2C(=O)N(c3ccccc3)C(=O)[C@H]2C1	1.6	0.5	10.5
CC(=O)NC(C)(c1ccccc1)c1nc(-c2cnc3ccccc3c2)cs1 (stereo not given)	1.7	1.1	-32.4
CC(C)C[C@H]1CN(CCCC[C@H]2CNC(=O)C(=O)N2Cc2ccccc2)C(=O)C(=O)N1CC1CCCCC1	2.4	-2.2	7.6
CC1(C(=O)NS(=O)(=O)c2ccccc2)CCN1C(=O)C1CCCCC1 (stereo not given)	2.2	0.0	19.4
COc1ccc(Cl)cc1CC1(C)C(=O)Nc2c(Cl)cccc21 (stereo not given)	-0.7	0.5	16.3
COc1ccc(S(=O)(=O)NC(=O)C2(C)CCN2C(=O)COc2ccc(Cl)cc2)cc1OC (stereo not given)	-2.3	0.5	16.5
NC(=O)c1ccc(-c2ccc(N3C(c4ccsc4)=Cc4ccc(F)cc4C3CC(=O)c3ccco3)cc2)cc1 (stereo not given)	-2.0	-0.2	-180.3
Cc1ccc(Cc2c(-c3cccc(Cl)c3)nc3ccc(C)cn23)cc1	-0.4	0.4	-375.0
CC1(C(=O)NS(=O)(=O)c2cccc(F)c2)CCN1C(=O)c1ccccc1 (stereo not given)	-0.4	0.9	7.0
O=C(NNC(=O)c1csc(-c2ccccc2)n1)c1ccccc1	4.4	5.3	9.2
O=C(Nc1ccc(OC(F)(F)F)cc1)N1CCc2nc(NCc3cccc(Oc4ccccc4)c3)ncc2C1	-38.4	91.8*	-376.8
CC(C)C[C@@H]1COc2cc(N3CCSCC3)ccc2S(=O)(=O)N1	-2.1	0.9	20.8
Cc1ccc(-c2cnc(C(O)c3ccc(Cl)cc3C)[nH]2)cc1 (stereo not given)	-0.9	2.6	10.3
Cc1cc(Br)cn2c(Cc3ccccc3)c(-c3ccc(Cl)cc3)nc12	4.9	1.2	0.6
COc1cc(NC(=O)Nc2nc(C(N)C(C)C)cs2)cc(OC)c1OC (stereo not given)	1.1	-0.5	31.2
CCCCC[C@H]1CCCCC[C@@H](O)C[C@H](O)[C@H](O)/C=C/C(=O)O1	-2.1	2.1	4.3
CCCC(=O)N1CCC1(C)C(=O)Nc1ccc(-n2cccc2)cc1 (stereo not given)	-2.6	-0.2	10.3
O=C(Nc1ccccc1)c1cc(C2CCCN(C(=O)c3cccs3)C2)on1 (stereo not given)	1.0	-0.3	7.3
CC(C)(C(=O)N1CCC1(C)C(=O)NC1Cc2ccccc2C1)c1ccccc1 (stereo not given)	0.7	1.2	5.9
NC(Cc1ccc(C(F)(F)F)cc1)c1csc(Nc2cc(NCc3ccco3)ncn2)n1 (stereo not given)	-17.1	3.5	-16.6
CN1CCN(c2ncnc3c2ncn3[C@H]2CN(Cc3ccc(C(=O)O)cc3)C[C@@H](CO)O2)CC1	1.4	-0.8	5.1
CCOC(=O)[C@]12CCCC=C1N(Cc1ccc(Cl)cc1Cl)C(=O)[C@H](CC(=O)NCCCCc1ccccc1)C2	-3.1	0.8	13.8
CC(C)Oc1ccc2ccccc2c1CNC[C@H]1O[C@@H](n2ccc(=O)[nH]c2=O)[C@H](O)[C@@H]1O	0.0	0.1	8.9
COc1ccc(C2=Nc3ccccc3NC(=O)C2N(C(=O)c2ccnc3ccccc23)c2ccccc2)cc1 (stereo not given)	2.9	-0.5	-37.0
CSc1ccc(-c2ccc3c(c2)c(Sc2ccccc2)c(-c2ccccc2)n3C)cc1	-0.4	-0.9	-331.3
O=C(NC(c1ccccc1)c1ccsc1)C1CCN(Cc2ccc(Cl)c(Cl)c2)CC1 (stereo not given)	1.0	2.2	14.7
O=C(Nc1cccs1)Nc1nnc([C@@H]2C[C@H](O)[C@@H](CO)O2)s1	-2.5	-1.0	7.4
COC(=O)CCCn1cc(CN2CC(N3CCN(C4CCN(C)CC4)CC3)CS2(=O)=O)nn1 (stereo not given)	-5.3	0.1	14.1
O=C(C[C@@H]1CC[C@@H](NC(=O)Nc2cccc(F)c2)[C@@H](CO)O1)NCC1CCCCC1	0.7	-0.2	11.1
COc1ccc(C(C)NC(=O)C2CCN(CCCc3ccccc3)CC2)cc1OC (stereo not given)	-0.3	1.7	-4.1
COC(=O)C1(C(=O)OC)c2ccccc2CN(S(=O)(=O)c2ccc(C)cc2)C1CC(C)=O (stereo not given)	1.0	0.0	13.9
CCOc1ccc(Cl)cc1-c1cc(C(=O)NCc2cccs2)[nH]n1	-0.2	0.5	7.0
Cc1ccc(S(=O)(=O)N2C[C@H]3C(=O)C[C@@H](c4ccc(Cl)cc4)N(S(=O)(=O)c4ccc(C)cc4)[C@H]3C[C@H]2c2ccc(Cl)cc2)cc1	0.9	0.8	14.1
O=C(C[C@H]1CC[C@@H](NC(=O)C2CC2)[C@@H](CO)O1)NCc1ccccc1Cl	1.1	0.6	4.4
COc1ccc2[nH]cc(CCNC(=O)/C=C/[C@H]3O[C@@H](n4cc(C)c(=O)[nH]c4=O)C[C@@H]3O)c2c1	1.1	-0.6	16.2
O=S1(=O)CC(N2CCN(CCO)CC2)CN1Cc1cn(Cc2ccc(F)cc2)nn1 (stereo not given)	2.2	-1.1	10.2
CCCS(=O)(=O)NC(=O)C1(C)CCCN(C(=O)c2nc(C)oc2C)C1 (stereo not given)	1.9	-1.2	20.9
CCCC[C@@H]1CNC(=O)C(=O)N1CCc1cccc(F)c1	-0.7	-0.7	7.1
CCCS(=O)(=O)NC(=O)C1(C)CCN(C(=O)c2cc(C(C)(C)C)nn2C)C1 (stereo not given)	0.3	-0.6	9.6
CC(C)c1ccc(NC(=O)C2(C)Cc3c(-c4ccc(N(C)C)cc4)ccnc3O2)cc1 (stereo not given)	-0.1	-0.8	i

A different layout for some results above:
> COC(=O)CCCn1cc(CN2CC(N3CCN(C4CCN(C)CC4)CC3)CS2(=O)=O)nn1 (stereo not given)
  SENP1 inh: -5.3; MPTP inh: 0.1; SENP8 inh: 14.1

> O=C(NC(c1ccccc1)c1ccsc1)C1CCN(Cc2ccc(Cl)c(Cl)c2)CC1 (stereo not given)
  SENP1 inh: 1.0; MPTP inh: 2.2; SENP8 inh: 14.7

> CCOc1ccc(Cl)cc1-c1cc(C(=O)NCc2cccs2)[nH]n1
  SENP1 inh: -0.2; MPTP inh: 0.5; SENP8 inh: 7.0

> COc1ccc2[nH]cc(CCNC(=O)/C=C/[C@H]3O[C@@H](n4cc(C)c(=O)[nH]c4=O)C[C@@H]3O)c2c1
  SENP1 inh: 1.1; MPTP inh: -0.6; SENP8 inh: 16.2

Remaining list, next part:
SMILES	SENP1 inh	MPTP inh	SENP8 inh
CCC(=O)N1Cc2cc(C(=O)N(C)C)nc(-c3cccc(-c4cncnc4)c3)c2[C@@H]1CCO	0.9	0.2	16.8
COc1cccc(C(O)c2nc(-c3ccc(OC)nc3)cs2)c1 (stereo not given)	3.0	-0.5	-0.9
CC1(C(=O)NS(=O)(=O)c2cccs2)CCN1C(=O)C1(c2ccccc2)CCCC1 (stereo not given)	1.8	-1.2	12.8
CCCCN(CCCC)Cc1cc(=O)oc2cc(OC)ccc12	-18.7	-0.3	-362.1
CC(C)C[C@@H]1Cc2[nH][nH]c(=O)c2[C@H](C(C)C)O1	-1.0	0.1	8.7
CC(C)c1ccccc1NC(=O)Nc1nc(C(N)Cc2ccc(C(F)(F)F)cc2)cs1 (stereo not given)	3.2	5.6	-4.2
C#CCNC(=O)C[C@@H]1C[C@@]2(C(=O)OCC)CCC=C2N(Cc2ccco2)C1=O	-3.5	0.4	11.0
CCc1nc2c(OCC(=O)C(C)(C)C)cccn2c1N(C=O)Cc1ccc(OC)cc1	-5.0	-1.0	-5.1
COc1ncc(-c2ccc(N3C(c4ccsc4)=Cc4ccc(F)cc4C3CC(=O)c3ccco3)cc2)cn1 (stereo not given)	4.2	2.1	-70.6
CCCNC(=O)C1(C)CCCN(Cc2cccn2C)C1 (stereo not given)	0.3	1.2	18.1
Cc1ccc(F)c(S(=O)(=O)NC(=O)C2(C)CCN2C(=O)C2(c3ccc(Cl)cc3)CC2)c1 (stereo not given)	1.3	0.2	10.4
COc1cccc(Cn2c3ccc(NC(=O)Cc4ccccc4C)cc3c(=O)n2C)c1	7.1	-1.2	i
